Screening data from PubChem.
hgDAF-12 ag: activates the H. glycines DAF-12 receptor ligand-binding domain. HEK293 GAL4-hgDAF12 UAS-luciferase reporter, agonist luminescence; normalized to butyrate control. activation, % at 6.8 µM. actives 1.8% (n = 370,000);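 active = activation above a cutoff set at the mean of all screened compounds plus 3 SD, cut at about 10% in these data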;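 note: 0% = DMSO wells and 100% = sodium butyrate wells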
PLC-beta3 inh: blocks human PLC-beta3 enzyme activity | Q01970 | Purified PLC-beta3, fluorogenic substrate, fluorescence | inhibition, % at 12.2 µM | actives 0.18% (n = 370,000); in the data active = inhibition above about 11%;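 note: 0% = median of compound wells on plate and 100% = full blocker control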
DAX1 inh-1: inhibits human nuclear receptor DAX1. HEK293 Gal4-DAX1 luciferase reporter, luminescence. inhibition, % at 6.75 µM. P51843. AID 504766. actives 0.99% (n = 340,000);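 active = inhibition above the mean over all tested compounds plus 3 SD, cut at about 4.2% in these data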;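 note: 0% = DAX1-transfected cells with DMSO and 100% = empty-vector control cells with DMSO; inhibition shows as a rise in luminescence from relieved DAX1 repression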
Target sequence (P51843 207-470 limits assumed): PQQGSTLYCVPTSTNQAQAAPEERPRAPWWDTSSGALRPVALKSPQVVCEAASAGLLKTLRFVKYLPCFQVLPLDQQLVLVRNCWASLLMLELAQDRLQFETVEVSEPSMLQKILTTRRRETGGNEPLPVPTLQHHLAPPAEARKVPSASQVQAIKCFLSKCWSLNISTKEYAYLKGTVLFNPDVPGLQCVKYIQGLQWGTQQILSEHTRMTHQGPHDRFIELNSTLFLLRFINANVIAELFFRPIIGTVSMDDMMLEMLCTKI
SMARCA2 act: increases SMARCA2 function in MMTV reporter cells | activation, % at 9.1 µM | MG213 cells, MMTV-luciferase reporter, dexamethasone, overnight | AID 652017 | actives 1% (n = 370,000); in the data active = activation above about 7.8%;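 note: 0% = vehicle wells and 100% = reference activator wells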
PLC-gamma1 inh: inhibitors of human phospholipase C gamma1 | inhibition, % at 12.2 µM | purified PLC-gamma1, fluorogenic substrate, fluorescence | actives 0.84% (n = 370,000) | P19174; in the data active = inhibition above about 9.5%
hcDAF-12 act: activates DAF-12 receptor from parasite H. contortus; HEK293 hcDAF-12 lit1-tk-luc reporter, luminescence; 0% DMSO, 100% Δ7-dafachronic acid; AID 652067; actives 1.4% (n = 370,000); activation, % at 6.8 µM;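 active = activation above the mean of all tested compounds plus 3 SD, cut at about 5.5% in these data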;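 note: 100% = response to 3 µM Δ7-dafachronic acid high control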
ssDAF-12 act: activates DAF-12 receptor from parasite S. stercoralis. HEK293 ssDAF-12/GRIP1 lit1-tk-luc reporter, luminescence; % of 3 µM dafachronic acid response. actives 1% (n = 370,000). activation, % at 6.8 µM;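 active = activation above the mean over all tested compounds plus 3 SD, cut at about 0.9% in these data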;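 note: 0% = DMSO-only wells and 100% = 3 µM delta7-dafachronic acid wells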
NR1D1 modulator: modulates human Rev-erb alpha binding to DNA. P20393. Rev-erbα–FITC-DNA binding, fluorescence polarization, 90 min. activity, % at 10 µM. actives 0.79% (n = 370,000);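 active = activity above about 14%, limit read from the data; passing the limit was not always enough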;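 note: 0% = DMSO wells with 35 nM protein and 100% = DMSO wells with 750 nM protein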
Target sequence (P20393 whole entry, looked up): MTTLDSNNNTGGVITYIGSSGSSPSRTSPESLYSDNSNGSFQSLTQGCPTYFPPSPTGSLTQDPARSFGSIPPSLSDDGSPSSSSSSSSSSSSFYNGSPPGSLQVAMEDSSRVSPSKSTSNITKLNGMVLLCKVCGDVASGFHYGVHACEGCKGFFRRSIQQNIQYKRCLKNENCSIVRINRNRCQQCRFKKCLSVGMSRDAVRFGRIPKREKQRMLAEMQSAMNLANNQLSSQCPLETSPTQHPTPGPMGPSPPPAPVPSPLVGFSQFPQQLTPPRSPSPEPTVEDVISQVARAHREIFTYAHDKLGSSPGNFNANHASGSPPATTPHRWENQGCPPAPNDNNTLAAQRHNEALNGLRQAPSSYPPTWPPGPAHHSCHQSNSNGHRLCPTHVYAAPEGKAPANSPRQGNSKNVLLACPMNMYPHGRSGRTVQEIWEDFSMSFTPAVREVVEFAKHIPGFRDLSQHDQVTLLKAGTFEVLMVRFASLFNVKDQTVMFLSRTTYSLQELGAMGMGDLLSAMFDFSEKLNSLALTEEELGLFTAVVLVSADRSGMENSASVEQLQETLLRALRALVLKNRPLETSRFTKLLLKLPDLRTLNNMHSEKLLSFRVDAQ
MBD2 DNA inh: inhibitors of human MBD2 binding to methylated oligonucleotide | Q9UBB5 | TR-FRET | inhibition, % at 4.4 µM | actives 0.31% (n = 370,000) | AID 686964; in the data active = inhibition above about 13%
ADAM17 inh: ADAM17 inhibition, QFRET primary screen. P78536. recombinant ADAM17, EDANS/DABCYL FRET peptide cleavage. inhibition, % at 6.95 µM. actives 0.83% (n = 370,000);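 active = inhibition above the mean of compounds lying between control limits plus 3 SD, set per campaign, cut at about 8.5% in these data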;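 note: 0% = DMSO-only wells as the low control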
DAX1 inh-2: DAX1 (NR0B1) inhibition, primary screen; AID 652010; HEK293T StAR-luciferase reporter, SF-1/DAX-1 repression relief; actives 1.1% (n = 370,000); inhibition, % at 6.8 µM;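 active = inhibition above the mean over all tested compounds plus 3 SD, cut at about 3.6% in these data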;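 note: 0% = DAX-1 cells with DMSO and 100% = cells lacking DAX-1 with DMSO; higher inhibition means more luminescence from relief of DAX-1 repression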
* marks the source's active call; other numbers are inactive results; i = inactive; nt = no result given; & = joins results of further samples.

SMILES	hgDAF-12 ag	PLC-beta3 inh	DAX1 inh-1	SMARCA2 act	PLC-gamma1 inh	hcDAF-12 act	ssDAF-12 act	NR1D1 modulator	MBD2 DNA inh	ADAM17 inh	DAX1 inh-2
CCCN1C(=O)C(NC(C)=O)c2cc(OC)ccc21 (centres undefined)	0.1	-5	0.7	-3	-4	-0.9	-1.4	2	-3	-9	-0.6
O=C(NCc1ccccc1F)C1CCCN(C(=O)Nc2ccc(F)cc2)C1 (centres undefined)	-1.2	-3	-0.7	-1	2	1.1	-1.5	-2	-2	-2	0.4
O=C1/C(=C/c2ccccc2F)SC(=S)N1CCC(=O)N1CCCCC1CCO (centres undefined)	1.2	-10	0.4	0	1	-0.4	-0.9	-3	-4	8	0.2
COc1cc(NC(=O)c2cc([N+](=O)[O-])ccc2NC(=O)CN2CCN(c3ccccn3)CC2)cc(OC)c1	-0.2	-8	-0.8	-1	-4	-0.4	-1.3	-1	-6	-5	-0.1
COc1ccc(/C=N/NC(=O)c2ccc(COc3ccccc3Cl)o2)c(OC)c1C	-1.4	-6	-2.5	-2	-6	-1.5	-1.6	0	1	-3	0.5
COC(=O)COc1ccc(Oc2nc(SC)nc(N(C)C)n2)nn1	0.5	1	2.1	0	6	-0.6	-1.2	6	2	-6	0.6
CCCCCC(=O)Nc1ccccc1N1CCOCC1	0.3	1	0.2	1	-1	-1.4	-1.8	-4	-6	-1	-0.4
O=C1OCCC1Sc1nc2ccccc2c(=O)n1-c1ccc(F)cc1 (centres undefined)	-2.0	6	1.3	2	4	-0.3	-0.6	-8	2	3	-0.3
COc1ccc(NC2CCCN(C(=O)c3ccc4nccnc4c3)C2)cc1OC (centres undefined)	1.1	-7	0.0	0	0	-1.4	-0.9	3	-5	-1	-1.6
CCN(Cc1ccncc1)C(=O)C(CO)c1ccccc1 (centres undefined)	11*	2	-1.3	-1	1	-2.7	-0.8	1&-4	4	-5	1.2
CC(=O)c1nn(-c2cccc(Br)c2)cc1C(=O)c1ccco1	0.3	5	-0.3	8.4*	3	-1.7	-0.3	-1	-2	1	-0.6
COc1ccccc1C(=O)N/C(=C\c1ccc2c(c1)OCO2)C(=O)NCCc1nc2ccccc2[nH]1	-2.2	-9	-1.4	-4	-5	-1.4	-1.5	4	1	-3	-0.9

Part of the list above, in markdown.
| molecule | hgDAF-12 ag | PLC-beta3 inh | DAX1 inh-1 | SMARCA2 act | PLC-gamma1 inh | hcDAF-12 act | ssDAF-12 act | NR1D1 modulator | MBD2 DNA inh | ADAM17 inh | DAX1 inh-2 |
| --- | --- | --- | --- | --- | --- | --- | --- | --- | --- | --- | --- |
| O=C(NCc1ccccc1F)C1CCCN(C(=O)Nc2ccc(F)cc2)C1 (centres undefined) | -1.2 | -3 | -0.7 | -1 | 2 | 1.1 | -1.5 | -2 | -2 | -2 | 0.4 |
| O=C1/C(=C/c2ccccc2F)SC(=S)N1CCC(=O)N1CCCCC1CCO (centres undefined) | 1.2 | -10 | 0.4 | 0 | 1 | -0.4 | -0.9 | -3 | -4 | 8 | 0.2 |
| COc1cc(NC(=O)c2cc([N+](=O)[O-])ccc2NC(=O)CN2CCN(c3ccccn3)CC2)cc(OC)c1 | -0.2 | -8 | -0.8 | -1 | -4 | -0.4 | -1.3 | -1 | -6 | -5 | -0.1 |
| COc1ccc(/C=N/NC(=O)c2ccc(COc3ccccc3Cl)o2)c(OC)c1C | -1.4 | -6 | -2.5 | -2 | -6 | -1.5 | -1.6 | 0 | 1 | -3 | 0.5 |
| COC(=O)COc1ccc(Oc2nc(SC)nc(N(C)C)n2)nn1 | 0.5 | 1 | 2.1 | 0 | 6 | -0.6 | -1.2 | 6 | 2 | -6 | 0.6 |
| CCCCCC(=O)Nc1ccccc1N1CCOCC1 | 0.3 | 1 | 0.2 | 1 | -1 | -1.4 | -1.8 | -4 | -6 | -1 | -0.4 |

Reprinted at random: two entries already listed, in no set order.
SMILES	hgDAF-12 ag	PLC-beta3 inh	DAX1 inh-1	SMARCA2 act	PLC-gamma1 inh	hcDAF-12 act	ssDAF-12 act	NR1D1 modulator	MBD2 DNA inh	ADAM17 inh	DAX1 inh-2
CCCCCC(=O)Nc1ccccc1N1CCOCC1	0.3	1	0.2	1	-1	-1.4	-1.8	-4	-6	-1	-0.4
CCCN1C(=O)C(NC(C)=O)c2cc(OC)ccc21 (centres undefined)	0.1	-5	0.7	-3	-4	-0.9	-1.4	2	-3	-9	-0.6

Later entries.
SMILES	hgDAF-12 ag	PLC-beta3 inh	DAX1 inh-1	SMARCA2 act	PLC-gamma1 inh	hcDAF-12 act	ssDAF-12 act	NR1D1 modulator	MBD2 DNA inh	ADAM17 inh	DAX1 inh-2
O=C(Cn1c(=O)cnc2ccccc21)Nc1ccccc1N1CCOCC1	-0.3	-4	0.8	3	2	0.8	-1.0	-3	-6	-1	-0.9
O=S(=O)(N/N=C1\CC(c2ccccc2)Oc2ccccc21)c1ccccc1 (centres undefined)	1.7	-3	-1.2	-1	-5	-1.4	-0.8	9	-5	-3	-0.4
CCOC(=O)c1[nH]ncc1[C@@H]1C[C@H]2CN(Cc3cccc(Cl)c3)C(=O)[C@]23CCCN13	-1.6	-5	1.0	0	-1	-2.2	-1.4	-6	-2	-3	-0.6
COc1ccc(NC(=O)COC(=O)c2ccc3c(c2)OCO3)c(OC)c1	1.8	1	2.3	-3	0	-0.2	-1.0	175*	-4	-3	0.0
CCOC(=O)C1CCCN(c2c(NCCc3ccc(C)cc3)c(=O)c2=O)C1 (centres undefined)	4.0	-2	-0.3	7	2	-1.0	-1.0	-1	-4	-4	0.3
Cc1sc2c(c1C)c(=O)n(-c1cccc(C(F)(F)F)c1)c(=O)n2CC(=O)NCc1ccco1	1.1	-1	-1.1	-2	0	2.3	-1.7	3	1	-3	0.4
COCCCNc1nc2ccccc2nc1NS(=O)(=O)c1ccc(F)cc1	0.1	-89	0.2	-2	-61	4.8	-0.2	-2	3	-61	0.1
CCN1CCN(c2nc(C)c3c(n2)CCCC3=O)CC1	0.5	0	0.6	-2	1	3.7	-0.8	-3	4	-1	0.1
CC1CCN(C(=O)COC(=O)C(C)N2C(=O)c3ccccc3C2=O)CC1 (centres undefined)	0.1	-5	-0.2	2	0	0.3	-1.5	-1	-4	-5	1.8
COc1ccc(N2CCN(C(=O)NCc3ccc(OC)c(Cl)c3)CC2)cc1	0.6	-8	0.7	-2	2	-0.1	-1.5	9	0	-1	-0.3
C=CC[C@@H](Cc1ccc(F)cc1)C(=O)OC[C@H]1CCCN1C(=O)[C@@H](CC=C)CC(=O)N[C@H](CO)Cc1ccccc1	-3.6	1	-0.1	0	-1	1.0	-1.5	-2	5	1	0.2
Cc1ccccc1-c1cc2nc(NCCN3CCCC3)n(C)c(=O)c2s1	2.0	0	nt	3	1	-0.6	-0.7	-2	-3	-6	0.9
CSCCC(NS(=O)(=O)c1ccc(C)c(C(=O)O)c1)C(=O)O (centres undefined)	-0.5	-5	0.6	1	-1	-0.4	-1.1	3	-6	-4	0.3
N/C(=N\OC(=O)c1ccc([N+](=O)[O-])cc1)c1ccc(Br)cc1	-0.7	-1	0.4	-2	0	0.1	-1.5	-2	9	-6	0.4
CCCS(=O)(=O)Nc1cccc(-c2ccc3nnc(C)n3n2)c1	-4.5	3	0.7	5	2	0.0	-0.7	0	1	-1	0.1
Cc1ccc(C(=O)OCC(=O)N(C)C2CCS(=O)(=O)C2)cc1[N+](=O)[O-] (centres undefined)	2.6	2	2.1	-2	0	0.3	-1.4	-2	0	-1	0.7
COc1ccc(Cn2c(=O)cc(N)n(-c3ccccc3C)c2=O)cc1	-0.8	-2	nt	-1	-1	-0.6	-1.1	0	-1	0	-1.4
O=C(Cn1cnc2c(nnn2Cc2ccc(F)cc2)c1=O)OCc1ccccc1	1.3	-2	-0.2	-2	0	0.0	-1.7	4	-2	-4	-0.2
Cc1ccc(NC(=O)CCn2c(=O)[nH]c3ccsc3c2=O)cc1C	-2.8	0	-1.2	0	5	0.0	-1.4	-1	-7	2	0.1
CC(C)c1ccc(OCC(=O)NCc2ccco2)cc1	-0.1	-5	-0.8	0	1	1.6	-0.2	2	0	-3	-0.6
Cc1cccc(-n2nnc(C(=O)NC3CCCc4ccccc43)c2N)c1 (centres undefined)	-0.8	2	0.6	-6	-1	-2.0	-1.5	-1	3	2	-1.1
CCOC(=O)/C=C/C(=O)Nc1nccs1	-2.1	-12	-2.1	-2	-2	-0.4	-1.2	-2	6	-3	0.4
COc1ccccc1NC(=O)c1ccc(S(=O)(=O)N(C)c2ccccc2OC)cc1	-3.0	-12	-1.2	-3	-6	-2.3	-1.8	2	-1	6	-0.8
O=C(NCCc1ccccc1)C1CCN(C(=O)c2ccc([N+](=O)[O-])cc2)CC1	4.7	2	0.2	4	0	0.7	0.9*	5	-5	0	-0.8
CN(C)S(=O)(=O)c1cc(NC(=O)COC(=O)CCSc2ccc(Cl)cc2)ccc1Cl	0.1	7	0.4	-3	2	0.0	-1.8	5	-5	4	-0.4
O=C(CN1CCN(C(=O)CNC(=O)c2ccc(N3CCCC3=O)cc2)CC1)Nc1cccc(F)c1	-1.5	1	0.3	-2	3	2.2	-1.4	1	12	-3	-0.8
Cc1ccc(CN(Cc2cccnc2)C(=S)Nc2cccc(Cl)c2C)cc1	-2.7	-6	0.2	-4	1	-1.1	-1.7	7	-1	1	-0.9
NS(=O)(=O)c1ccc(N2N=C(c3ccccc3)CC2c2ccc(F)cc2)cc1 (centres undefined)	2.3	i	-0.1	1	i	-1.9	-0.8	-1	4	i	-0.5
O=C(CSc1nnc(-c2ccc(C(F)(F)F)cn2)s1)c1ccccc1	0.1	-3	3.5	-5	0	-0.8	-0.4	13	1	-1	0.2
COc1cc2cc(CCCOC(=O)CCCC(=O)O)oc(=O)c2cc1OC	-0.1	-2	-1.5	0	-2	0.1	-1.2	-1	5	-11	-0.4
Cc1ccc(NC(=O)C(=O)NCC2CCCO2)cc1 (centres undefined)	5.7	4	0.8	5	4	0.5	-0.3	-2	0	0	1.2
CCN(CC(=O)NCc1ccc(Cl)cc1)C(=O)C(C)Sc1ccccc1 (centres undefined)	3.4	-14	0.3	-2	-5	2.1	-0.4	0	7	-6	0.3
O=Cc1ccccc1OS(=O)(=O)c1ccccc1	0.1	-1	-1.2	-2	-1	-2.3	-1.6	-3	2	0	-0.5
CC1=NN(c2ccccc2)C(=O)C1C(=O)c1cc([N+](=O)[O-])cc([N+](=O)[O-])c1 (centres undefined)	3.5	-4	-0.2	-1	2	0.0	-0.6	-1	-2	-2	0.0
COc1ccc(Cn2cc(F)c(=O)n(CCC(C)C)c2=O)cc1[N+](=O)[O-]	0.1	7	-0.9	-1	13*	-3.3	-0.8	-4	1	9.8*	-0.4
COc1cc(S(=O)(=O)NCc2ccccn2)ccc1Cl	-0.3	2	-1.0	-3	6	-1.4	-1.6	-1	5	2	0.1
Nc1cc2nn(-c3ccccc3)nc2cc1Cl	22*	i	2.2	3	-457	14*	3.4*	1	-12	-182	4.4*
O=Cc1ccc(-c2ccccc2OC(F)(F)F)o1	1.1	1	-0.4	2	3	-2.1	-1.2	5	6	1	-0.2
CCOC(=O)c1ccc(Oc2c(C)oc3c(CN4CCN(C)CC4)c(O)ccc3c2=O)cc1	-1.6	i	0.0	-3	i	-0.3	-1.5	-1	6	i	0.1
c1csc(-c2nnc3ccccn23)c1	-2.4	-24	-0.4	-4	-11	1.2	-0.8	-8	-4	-7	0.2
NS(=O)(=O)c1ccc(NC(=S)NC2CC2)cc1	-0.1	4	2.2	-5	3	-1.0	-0.5	-1	0	0	0.5
